# RGS4 inh: inhibitors of human RGS4; B-score at 10 µM; HEK293 M3R/RGS4 inducible, Fluo-4 calcium flux; stronger effect = higher value; triggered by carbachol at its EC20; 0.45% of 310,000 active; P49798;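 active = B-score, a plate-corrected calcium signal, over three deviations above library mean, with baseline fluorescence within five deviations of library mean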;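 note: RGS4 expression induced by doxycycline in cells with stable M3 receptor; B-score is computed from the integrated fluorescence ratio over baseline after carbachol; higher B-score means a larger calcium signal and so more RGS4 inhibition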
# Target sequence (P49798 whole entry, looked up): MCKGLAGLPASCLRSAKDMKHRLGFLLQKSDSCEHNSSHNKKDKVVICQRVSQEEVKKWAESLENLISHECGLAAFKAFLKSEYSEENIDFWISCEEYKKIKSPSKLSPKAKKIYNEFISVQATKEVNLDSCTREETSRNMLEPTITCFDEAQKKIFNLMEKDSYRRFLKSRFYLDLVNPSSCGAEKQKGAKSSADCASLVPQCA
# MrgX1 antagonist: blocks BAM8-22 activation of human MrgX1 receptor. B-score at 10 µM. 1.3% of 310,000 active. AID 588676. MRGX1-HEK293 calcium flux, Fluo-4, BAM8-22 antagonism; stronger effect = lower value. Q96LB2;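 active = calcium-response B-score plate-corrected more than 3 library SD below zero, starting fluorescence within 5 deviations, no agonist response on first addition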;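 note: peak minus trough fluorescence over baseline after final BAM8-22 challenge near maximal dose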
# Target sequence (Q96LB2 whole entry, looked up): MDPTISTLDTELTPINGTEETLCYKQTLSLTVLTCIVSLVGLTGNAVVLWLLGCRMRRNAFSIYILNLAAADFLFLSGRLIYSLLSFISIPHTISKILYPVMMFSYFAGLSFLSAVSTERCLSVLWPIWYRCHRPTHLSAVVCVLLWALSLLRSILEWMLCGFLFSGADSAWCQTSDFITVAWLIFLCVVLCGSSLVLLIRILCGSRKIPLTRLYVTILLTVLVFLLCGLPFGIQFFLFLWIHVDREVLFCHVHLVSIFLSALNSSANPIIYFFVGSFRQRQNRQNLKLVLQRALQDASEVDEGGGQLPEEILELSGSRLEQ
# TMEM16A inh: blocks the mouse calcium-activated chloride channel TMEM16A; 1.2% of 310,000 active; Q8BHY3; normalized B-score (activity score, 25-100; higher = stronger inhibition) at 10 µM; HEK293 TMEM16A/YFP iodide influx fluorescence, ionomycin;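 active = ratio plate-corrected score three or more library SD toward inhibition, starting fluorescence score within five deviations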;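 note: score derived from kinetic fluorescence span divided by baseline fluorescence per well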
# MrgX1 allo act: human MrgX1 positive allosteric modulation, primary screen; MrgX1-HEK293, Fluo-4 calcium flux, FDSS; stronger effect = higher value; B-score at 10 µM; 0.63% of 310,000 active;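 active = plate-corrected calcium response at least 3 library SD above typical, normal starting fluorescence, not activating the receptor alone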;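 note: compound read alongside a low EC10 to EC30 dose of BAM8-22 agonist; peak minus trough fluorescence over baseline measured at the second addition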
# ANO1 activ: mouse TMEM16A channel activation, primary screen; AID 623877; Q8BHY3; HEK293 TMEM16A/YFP-H148Q/I152L, iodide quench fluorescence; stronger effect = lower value; 0.3% of 340,000 active; B-score at 10 µM;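 active = fluorescence-ratio B-score plate-corrected deviation score at least 3 library SD below zero, with starting fluorescence score within 5 deviations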;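 note: channel opened by trigger with iodide after compound preincubation; score built on the fluorescence ratio of max minus min over baseline; more negative score means more quench and so TMEM16A activation or potentiation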
# TRPC6 inh: inhibitors of mouse TRPC6 channel; Q61143; B-score at 10 µM; HEK293-TRPC6, membrane potential dye, ACh-evoked depolarization; stronger effect = lower value; 1.1% of 310,000 active;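 active = B-score under library mean minus 3 SD, initial fluorescence not abnormally high, positive integrated signal ratio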;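 note: B-score derived from integrated fluorescence ratio over the kinetic read; more negative B-score means stronger inhibition of depolarization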
# TRPC4 agonist: activators of mouse TRPC4 channel; HEK293 TRPC4beta/mu-opioid, Fluo4 calcium fluorescence; stronger effect = higher value; B-score at 10 µM; 0.49% of 310,000 active; AID 2237;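 active = B-score above 5 SD of library B-scores, and initial fluorescence ratio not above library mean plus 5 SD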;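 note: positive B-score marks a calcium rise read as TRPC4 activation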
#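 Assay system: HEK293 stable line with TRPC4beta plus mu-opioid receptor. Times: dye 45 min RT, read 110 s. Measured by: kinetic Fluo4 calcium fluorescence. Measure: B score of integrated ratio. Controls: assay buffer as low control, maximal DAMGO as high control.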
# MrgX1 agonist: agonists of human MrgX1 receptor; B-score at 10 µM; Q96LB2; 0.44% of 310,000 active; MrgX1-HEK293 cells, Fluo-4 calcium fluorescence, agonist mode; stronger effect = higher value;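 active = calcium response B-score plate-corrected fluorescence ratio at least 3 library SD, with starting fluorescence B-score inside 5 SD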
#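 Test system: HEK293 cells stably expressing human MrgX1 receptor; Input: fifteen thousand cells per well; Dosing: compound delivered in addition one of three; Schedule: overnight seeding, then 1 h dark dye loading; Technique: Fluo-4 NW calcium fluorescence; Measure: B-scored fluorescence response ratio; Controls: positive and negative controls per plate.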
# TRPC4 PAM: TRPC4 (mouse) allosteric potentiation; Q9QUQ5; HEK293 TRPC4beta/mu-opioid, DAMGO EC20, Fluo-4 Ca2+ flux; stronger effect = higher value; B-score at 10 µM; 0.42% of 310,000 active; AID 2227;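 active = B-score of calcium response area above 5 SD of library B-scores, with initial fluorescence ratio within 5 SD of library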;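 note: B-score of integrated fluorescence ratio over time as area under calcium response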
# TRPC6 activator: mouse TRPC6 channel activation; 0.13% of 310,000 active; HEK293-TRPC6 membrane potential dye fluorescence; stronger effect = higher value; B-score at 10 µM; Q61143; AID 2550;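 active = B-score of the integrated fluorescence ratio above library mean plus 3 SD, and starting fluorescence ratio within library mean plus 5 SD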;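 note: higher score means more depolarization so channel activation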
# TRPC4 block: blocks the mouse TRPC4 cation channel. HEK293 TRPC4beta/mu-opioid, DAMGO-evoked Fluo4 calcium flux; stronger effect = lower value. Q9QUQ5. 0.39% of 300,000 active. B-score at 10 µM;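 active = B-score over 3 SD under the library average, no early fluorescence shift, positive overall ratio signal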
#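 Test system – stable TRPC4beta/mu-opioid receptor HEK293 cells · Probe or stimulus – DAMGO, a submaximal dose followed by a maximal one · Dosing – one concentration per compound · Signal – Fluo4 calcium fluorescence by kinetic imaging, 5 s 1 Hz baseline · Evaluation – per-well B score of integrated baseline-normalized Fluo4 ratio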
# The depositor's hits bear a star; i = inactive; . = no result given.
SMILES,RGS4 inh,MrgX1 antagonist,TMEM16A inh,MrgX1 allo act,ANO1 activ,TRPC6 inh,TRPC4 agonist,MrgX1 agonist,TRPC4 PAM,TRPC6 activator,TRPC4 block
CC(Oc1ccc(F)cc1Br)c1nc2ccccc2c(=O)[nH]1 (stereo not given),i,i,i,i,i,i,i,i,i,i,i
c1cc(C(c2nnnn2C2CCCC2)N2CCOCC2)ccn1 (stereo not given),i,i,i,i,i,i,i,i,i,i,i
O=C(Cn1c(=O)c2cccn2c2ccc(F)cc21)NCCCN1CCN(c2ccccc2F)CC1,i,i,i,i,i,i,i,i,i,i,i
Cn1nc(-c2ccccc2)c(C(O)c2ccccc2C(F)(F)F)c1Cl (stereo not given),i,i,i,i,i,i,i,i,i,i,i
COc1ccc(C(=O)/C=C/Nc2ccccn2)c(OC)c1,i,i,i,i,i,i,i,i,i,i,i
CC1(c2nnc(-c3ccc(F)cc3)o2)CC(c2ccc(F)cc2)=NO1 (stereo not given),i,i,i,i,i,i,i,i,i,i,i
O=C(O)c1cnn2c(-c3ccccc3)ccnc12,i,i,i,i,i,i,i,i,i,i,i
CC(C)(C)C1CCc2onc(C(=O)Nc3ccc4c(c3)OCO4)c2C1 (stereo not given),i,i,i,i,i,i,i,i,i,i,i
Cc1ccc(CC(CC(=O)O)C(=O)NCC23CC4CC(CC(C4)C2)C3)cc1 (stereo not given),i,i,i,i,i,i,i,i,14*,i,i
CC1(C)CC(CC(=O)NC(=S)Nc2ccc([N+](=O)[O-])cc2)C(=O)O1 (stereo not given),i,i,i,i,i,i,i,i,i,i,i
CCN1C(=O)c2cccc3c(S(=O)(=O)Nc4ccccn4)ccc1c23,i,i,i,i,i,i,i,i,i,i,i
O=C(Cc1ccccc1)Nc1ccc(NC(=O)c2cccnc2)cc1,i,i,i,i,i,i,i,i,i,i,i
Cc1ccc(-n2nc3c(=O)n(C(C)C(=O)NCc4ccc5c(c4)OCO5)nc(C)c3c2C)cc1 (stereo not given),i,i,i,i,i,i,i,i,i,i,i
COc1cc(S(=O)(=O)n2cnc(C)c2)ccc1Br,i,i,i,i,i,i,i,i,i,i,i
Cn1c(CN2CCCC2)nc2cc(NC(=O)COc3ccccc3)ccc21,i,i,i,i,i,i,i,i,i,i,i
c1ccc(CNc2nc3ccccc3n3cnnc23)nc1,i,i,i,i,i,i,i,i,i,i,i
CCn1cc(C(=O)NCC(=O)OC)c2cc(OC)c(OC)cc2c1=O,i,i,i,i,i,i,i,i,i,i,i
COc1cccc(NC(=O)c2c([N+](=O)[O-])cnn2C)c1,i,i,i,i,i,i,i,i,i,i,i
CCn1c2ccccc2c2cc(CN3CCN(S(=O)(=O)Cc4ccccc4)CC3)ccc21,i,-8.1*,i,i,i,i,i,i,i,i,i
O=C(c1ccco1)N1CCN(Cc2csc(-c3ccccc3Cl)n2)CC1,i,i,i,i,i,i,i,i,i,i,i

# Record cards, as listed above:
# O=C(c1ccco1)N1CCN(Cc2csc(-c3ccccc3Cl)n2)CC1 as listed: RGS4 inh = i; MrgX1 antagonist = i; TMEM16A inh = i; MrgX1 allo act = i; ANO1 activ = i; TRPC6 inh = i; TRPC4 agonist = i; MrgX1 agonist = i; TRPC4 PAM = i; TRPC6 activator = i; TRPC4 block = i
# O=C(Cn1c(=O)c2cccn2c2ccc(F)cc21)NCCCN1CCN(c2ccccc2F)CC1 as listed: RGS4 inh = i; MrgX1 antagonist = i; TMEM16A inh = i; MrgX1 allo act = i; ANO1 activ = i; TRPC6 inh = i; TRPC4 agonist = i; MrgX1 agonist = i; TRPC4 PAM = i; TRPC6 activator = i; TRPC4 block = i
# CC(C)(C)C1CCc2onc(C(=O)Nc3ccc4c(c3)OCO4)c2C1 (stereo not given) as listed: RGS4 inh = i; MrgX1 antagonist = i; TMEM16A inh = i; MrgX1 allo act = i; ANO1 activ = i; TRPC6 inh = i; TRPC4 agonist = i; MrgX1 agonist = i; TRPC4 PAM = i; TRPC6 activator = i; TRPC4 block = i

# Next section:
SMILES,RGS4 inh,MrgX1 antagonist,TMEM16A inh,MrgX1 allo act,ANO1 activ,TRPC6 inh,TRPC4 agonist,MrgX1 agonist,TRPC4 PAM,TRPC6 activator,TRPC4 block
CCC(C)(C)NC(=O)c1ccc2c(c1)N(CC(=O)OC)C(=O)C(C)(C)O2,i,i,i,i,i,i,i,i,i,i,i
CC(=O)Nc1ccc(N2C(=O)CCC2=O)cc1C,i,i,i,i,i,i,i,i,i,i,i
CC(=O)C1C(c2cccc([N+](=O)[O-])c2)C2C(C)=NN=C2CC1(C)O (stereo not given),i,i,i,i,i,i,i,i,i,i,i
Nc1nnc(SCc2cccnc2)s1,i,i,i,i,i,i,i,i,i,i,i
CCC(C)C(=O)N1CCc2cc(-c3csc(N)n3)ccc21 (stereo not given),i,i,i,i,.,i,i,i,i,i,i
COc1ccc(CCCC(=O)Nc2ccccc2F)cc1,i,i,i,i,i,i,i,i,i,i,i
CCN1C(=O)[C@H]2[C@@H](c3ccc(-c4ccccc4)cc3)N3CCCC[C@@]3(C(=O)OC)[C@H]2C1=O,i,i,i,i,i,i,i,i,i,i,i
O=c1nc2sc3ccccc3n2c(=O)n1-c1cccc(Cl)c1,i,i,i,i,i,i,i,i,i,i,i
O=C(Oc1ccc(C(=S)N2CCOCC2)cc1)c1ccc(Br)cc1,i,i,i,i,i,i,i,i,i,i,i
Cc1ccc2c(c1)[C@@H](O)C[C@@H](C)N2N=O,i,i,i,i,i,i,i,i,i,i,i
FC(F)(F)c1nc(-c2cccs2)ncc1-c1nnnn1-c1ccc(Cl)cc1,i,i,i,i,i,i,i,i,i,i,i
CCCc1cc(=O)[nH]c(SCC(=O)Nc2oc(C)c3c(C)n[nH]c(=O)c23)n1,i,i,i,i,i,i,i,i,i,i,i
CCOc1ccc(N(CC(=O)O)S(=O)(=O)c2ccc(OC)c(OC)c2)cc1,i,i,i,i,i,i,i,i,i,i,i
Fc1ccc(NC(=S)NCCN2CCOCC2)cc1,i,i,i,i,i,i,i,i,i,i,i
COc1ccc(S(=O)(=O)NCCc2nnc3ccc(SCc4cccnc4)nn23)cc1,i,i,i,i,i,i,i,i,i,i,i
COc1ccnc(-n2cccc2C#N)c1C#N,i,i,i,i,i,i,i,i,i,i,i
CC(C)(C)N(CC#CCC1(O)c2ccccc2-c2ccccc21)CCO,i,i,i,i,i,i,i,i,i,i,i
O=C1Nc2cc3c(cc2C1=O)sc1ccccc13,i,i,i,i,i,i,i,i,i,i,i
COc1ccc(C)cc1N(CC(N)=O)S(=O)(=O)c1ccc(C)cc1,i,i,i,i,i,i,i,i,i,i,i
COc1ccc(NS(=O)(=O)c2ccc(-c3n[nH]c(=S)n3Cc3ccccc3)cc2)cc1,i,i,i,i,i,i,i,i,i,i,i
C/C(N)=C(/C#N)C(=O)CN1CCCCC1,i,i,i,i,i,i,i,i,i,i,i
Cc1occc1-c1nnc(SCC(=O)NC2CC2)n1C(C)C,i,i,i,i,i,i,i,i,i,i,i
COc1cc(CCC(=O)OCC(=O)Nc2ccccc2C(C)C)cc(OC)c1OC,i,i,i,i,i,i,i,i,i,i,i
Cc1c(C(=O)NCc2ccc3c(c2)OCO3)sc2nc(-c3ccccc3)cn12,i,i,i,i,i,i,i,i,i,i,i
Nc1ccc(Nc2ccccc2)cc1,i,i,i,i,i,i,i,i,i,i,i
O=[N+]([O-])c1ccc(-n2nnnc2CN2CCOCC2)cc1,i,i,i,i,i,i,i,i,i,i,i
CC(OC(=O)c1cc2sccc2n1C)C(=O)NC(C)(C)C (stereo not given),i,i,i,i,i,i,i,i,i,i,i
O=C(Nc1ccccc1)C(Cc1ccccc1)NC(=O)C12CC3CC(CC(C3)C1)C2 (stereo not given),i,i,i,i,i,i,i,i,i,i,i
COC(=O)/C=C1\SC(=Nc2ccc(OC)cc2)NC1=O,i,i,i,i,i,i,i,i,i,i,i
Cc1nn(CC(=O)Nc2nnc(CC(=O)N3CCCC3)s2)c(=O)c2ccccc12,i,i,i,i,i,i,i,i,i,i,i
O=S(=O)(c1ccc2c(c1)N(Cc1ccc(Cl)cc1)C1CCCN21)N1CCOCC1 (stereo not given),i,i,i,i,i,i,i,i,i,i,i
CCOC(=O)N1CCN(CCC(=O)Nc2cccc(Cl)c2C)CC1,i,i,i,i,i,i,i,i,i,i,i
O=c1c2ccccc2nnn1CSc1nnc2ccccn12,i,i,i,i,i,i,i,i,i,i,i
Cc1ccc(C(=O)NC(C)CCc2ccccc2)cc1[N+](=O)[O-] (stereo not given),i,i,i,i,i,i,i,i,i,i,i
CC1CCCN(C2=C(Cl)C(=O)N(c3cccc(Cl)c3)C2=O)C1 (stereo not given),i,i,i,i,i,i,i,i,i,i,i
COc1ccc(CC(=O)Nc2cccc(/C(C)=N/NC(=O)C3(C)CC3(Br)Br)c2)cc1 (stereo not given),i,i,i,i,i,i,i,i,i,i,i
CCN1CCN(c2oc(/C=C/c3ccccc3)nc2C#N)CC1,i,i,i,i,i,i,i,i,i,i,i
O=C(COc1ccc(S(=O)(=O)NCCc2ccccc2)cc1)N1CCCC1,i,i,i,i,i,i,i,i,i,i,i
COC(=O)c1cc2nc(-c3ccccc3)cc(C)n2n1,i,i,i,i,i,i,i,i,i,i,i
CC(C)Cc1ccc(S(=O)(=O)NCC2CCCO2)cc1 (stereo not given),i,i,i,i,i,i,i,i,i,i,i
Cc1cnc(CNC(=O)CC2C(=O)NCCN2Cc2ccccc2C(F)(F)F)cn1 (stereo not given),i,i,i,i,i,i,i,i,i,i,i
CCCOc1ccccc1NC(=O)/C=C/C(N)=O,i,i,i,i,i,i,i,i,i,i,i
Cc1ccc(Cl)cc1NC(=O)CSc1nncn1-c1ccccn1,i,i,i,i,i,i,i,i,i,i,i
CC(C)(C)NC(=S)NNC(=O)c1ccccc1Cl,i,i,i,i,i,i,i,i,i,i,i
CCOc1ccc(S(=O)(=O)N2Cc3ccccc3CC2C(=O)NCCCn2ccnc2)cc1 (stereo not given),i,i,i,i,i,i,i,i,i,i,i
Cc1cc(C)n(/C(=C\N(C)C)C(=O)c2cccc([N+](=O)[O-])c2)n1,i,i,i,i,i,i,i,i,i,i,i

# Compound activity as filed in PubChem.
